Assay outcomes: PubChem, several laboratories
STK33 inh: human STK33 kinase inhibition; Q9BYT3; purified STK33, MBP phosphorylation, ADP-Glo luminescence; inhibition, % at 10 µM; 0.073% of 320,000 active; AID 2661;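 active means inhibition at or above 25%, using the most active replicate where run in duplicate; inactive means inhibition below 25%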
Target sequence (Q9BYT3 whole entry, looked up): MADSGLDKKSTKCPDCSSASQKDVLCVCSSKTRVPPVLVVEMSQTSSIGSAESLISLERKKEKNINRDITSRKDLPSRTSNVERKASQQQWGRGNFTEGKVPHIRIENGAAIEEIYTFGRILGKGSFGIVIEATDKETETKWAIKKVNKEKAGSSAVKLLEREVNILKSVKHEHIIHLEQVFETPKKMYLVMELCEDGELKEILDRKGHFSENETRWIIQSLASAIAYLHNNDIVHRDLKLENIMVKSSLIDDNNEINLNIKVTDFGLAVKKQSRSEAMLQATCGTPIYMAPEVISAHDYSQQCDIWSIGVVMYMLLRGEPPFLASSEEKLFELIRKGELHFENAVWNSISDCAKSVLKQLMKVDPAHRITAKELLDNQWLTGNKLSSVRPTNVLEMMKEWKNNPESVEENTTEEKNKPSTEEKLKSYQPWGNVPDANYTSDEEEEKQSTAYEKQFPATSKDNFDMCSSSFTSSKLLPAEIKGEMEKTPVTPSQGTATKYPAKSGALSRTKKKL
Kir21 block: blocks the mouse Kir2.1 inward-rectifier potassium channel. P35561. HEK293-Kir2.1, FluxOR thallium flux fluorescence; stronger effect = lower value. B-score at 10 µM. 0.85% of 310,000 active;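 active means fluorescence ratio B-score at or below minus 3 SD of library scores, with starting-brightness B-score within 2 SD, cut at about -4.2 in these data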;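 further: channel flux triggered by added potassium and thallium sulfate stimulus; B-score of peak minus minimum fluorescence over baseline after thallium stimulus; more negative B-score means stronger Kir2.1 block with less thallium influx; some compounds called inactive have numbers as strong as hits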
Target sequence (P35561 whole entry, looked up): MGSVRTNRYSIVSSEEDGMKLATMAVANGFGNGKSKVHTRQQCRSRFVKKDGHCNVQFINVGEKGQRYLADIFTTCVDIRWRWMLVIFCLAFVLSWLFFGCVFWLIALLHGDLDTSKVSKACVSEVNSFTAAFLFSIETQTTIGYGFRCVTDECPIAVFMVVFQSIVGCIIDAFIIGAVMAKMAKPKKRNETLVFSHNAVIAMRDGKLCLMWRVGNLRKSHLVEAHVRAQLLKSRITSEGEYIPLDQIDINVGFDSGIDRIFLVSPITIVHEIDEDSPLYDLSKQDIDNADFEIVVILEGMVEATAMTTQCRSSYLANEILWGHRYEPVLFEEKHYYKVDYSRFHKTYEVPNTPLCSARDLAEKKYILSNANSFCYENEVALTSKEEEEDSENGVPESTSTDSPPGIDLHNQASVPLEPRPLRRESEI
Starred values were filed as active, the others as inactive.

What do the screens show for `CCOC(=O)Cn1c(S(=O)(=O)Cc2ccc(Cl)cc2)nc(-c2ccccc2)c1-c1ccccc1`?
STK33 inh: -1.9; Kir21 block: -1.3

How did CCn1cc(CN2CCC(n3nccc3NC(=O)c3ccccc3C)CC2)cn1 do in these assays?
STK33 inh: -2.1; Kir21 block: 0.63

What do the screens show for `COc1ccc(/C=N/OC(=O)c2ccc(Cl)cc2)c(Cl)c1OC`?
STK33 inh: -0.1; Kir21 block: -0.29

Results for Cn1c(N)c(C(=O)COC(=O)Cc2cccc(C(F)(F)F)c2)c(=O)n(C)c1=O ?
STK33 inh: 0.2

How did COc1cc(SC)ccc1C(=O)NCCOc1ccc(C)c(C)c1 do in these assays?
STK33 inh: -1.3; Kir21 block: -1.01

How did O=C(CSc1nnc(CNC(=O)c2ccc(F)cc2)o1)NCCc1ccccc1 do in these assays?
STK33 inh: -2.1; Kir21 block: 0.07

How did CCCNC(=O)NCc1ccc(N2CCCC2=O)cc1 do in these assays?
STK33 inh: -0.5; Kir21 block: -0.04

Results for Cc1ccc(C(=O)NN2CCOCC2)cc1 ?
STK33 inh: -1.9; Kir21 block: 0.44

How did COc1ccccc1N1CCN(/N=C\c2cccnc2)CC1 do in these assays?
STK33 inh: -1.7; Kir21 block: 1.17

How did CCOC(=O)CC(NC(=O)Cc1ccc(F)cc1)c1ccccc1Cl (stereo not given) do in these assays?
STK33 inh: -0.8; Kir21 block: 0.01

How did O=C(c1ccc(Cl)cc1Cl)N1CCC(C(=O)N2CCOCC2)CC1 do in these assays?
STK33 inh: -1.0; Kir21 block: 1.18

Results for COc1cccc(OCc2nnc(SCC(=O)NNC(=O)C3CCCCC3)n2C)c1 ?
STK33 inh: -0.6; Kir21 block: -1.15

What do the screens show for `COc1ccccc1C1CC(=O)Nc2c1c(=O)n(C)c(=O)n2C` (stereo not given)?
STK33 inh: -1.2; Kir21 block: -0.59

What do the screens show for `CCCCn1c(N)c(N(CC)C(=O)c2ccc(C)cc2)c(=O)[nH]c1=O`?
STK33 inh: -1.4; Kir21 block: -2.23

Results for CCn1ccc(C(=O)Nc2cccc(Cl)c2)n1 ?
STK33 inh: -0.3; Kir21 block: -1.53

What do the screens show for `CN(CC(=O)Nc1ccc(S(=O)(=O)N2CCCC2)cc1)CC(=O)Nc1ccc(F)c(F)c1F`?
STK33 inh: 1.2; Kir21 block: -0.06

Results for CCc1cc2c(=O)c(-c3nc(C)cs3)coc2cc1O ?
STK33 inh: -1.1; Kir21 block: 0.18

Results for Cc1ccc2c(CN3CCN(S(=O)(=O)/C=C/c4ccccc4)CC3)cc(=O)oc2c1 ?
STK33 inh: -3.0; Kir21 block: 0.47

What do the screens show for `O=C(O)CN1C(=O)/C(=C\c2ccc(OC(=O)c3ccco3)cc2)SC1=S`?
STK33 inh: -0.5; Kir21 block: 1.31

What do the screens show for `CCS(=O)(=O)c1ccc2oc(SCC(=O)NCc3ccccc3)nc2c1`?
STK33 inh: 0.9; Kir21 block: 1.13

Results for Cc1[nH]c2ccccc2c1C(=O)CN1C(=O)NC2(CCCCCC2)C1=O ?
STK33 inh: 0.5

How did O=S(=O)(c1ccc(N2CCN(S(=O)(=O)c3ccccc3)CC2)nc1)N1CCCC1 do in these assays?
STK33 inh: -0.6; Kir21 block: -0.79

Results for Cn1c(=O)c2c(SCC(N)=O)nc(CC(C)(C)C)nc2n(C)c1=O ?
STK33 inh: 0.0; Kir21 block: 0.58

What do the screens show for `CC(CN1CCCCC1)OC(=O)c1cccc(F)c1` (stereo not given)?
STK33 inh: -1.1; Kir21 block: -1.7

How did Cc1ccccc1NC(=O)C(=O)c1cn(C)c2ccccc12 do in these assays?
STK33 inh: -1.8; Kir21 block: -1.13

How did COc1ccc(NC(=O)N(C)C[C@H]2Oc3ccc(NC(=O)C4CC4)cc3C(=O)N([C@H](C)CO)C[C@@H]2C)cc1 do in these assays?
STK33 inh: -2.1

What do the screens show for `Cc1nc(N2CCCCC2C)c2c(C)c(C(=O)Nc3cccc(C(F)(F)F)c3)sc2n1` (stereo not given)?
STK33 inh: -1.0; Kir21 block: 0.24

How did COc1ccc(C(=O)c2ccc(OC)c(OC)c2)cc1OC do in these assays?
STK33 inh: -0.1; Kir21 block: -0.3

What do the screens show for `Nc1c(Cl)cnc(C(Cl)(Cl)Cl)c1Cl`?
STK33 inh: -1.4; Kir21 block: 0.68

Results for COc1ccc(CCC(C)NC(=O)CCc2ccccc2)c(OC)c1 (stereo not given) ?
STK33 inh: -1.2; Kir21 block: -1.73

The final six entries of the part above open the next one:
How did Cc1ccccc1NC(=O)C(=O)c1cn(C)c2ccccc12 do in these assays?
STK33 inh: -1.8; Kir21 block: -1.13

How did COc1ccc(NC(=O)N(C)C[C@H]2Oc3ccc(NC(=O)C4CC4)cc3C(=O)N([C@H](C)CO)C[C@@H]2C)cc1 do in these assays?
STK33 inh: -2.1

What do the screens show for `Cc1nc(N2CCCCC2C)c2c(C)c(C(=O)Nc3cccc(C(F)(F)F)c3)sc2n1` (stereo not given)?
STK33 inh: -1.0; Kir21 block: 0.24

How did COc1ccc(C(=O)c2ccc(OC)c(OC)c2)cc1OC do in these assays?
STK33 inh: -0.1; Kir21 block: -0.3

What do the screens show for `Nc1c(Cl)cnc(C(Cl)(Cl)Cl)c1Cl`?
STK33 inh: -1.4; Kir21 block: 0.68

Results for COc1ccc(CCC(C)NC(=O)CCc2ccccc2)c(OC)c1 (stereo not given) ?
STK33 inh: -1.2; Kir21 block: -1.73

What do the screens show for `CCOc1ccccc1OCC(=O)OCC(=O)c1c(N)n(CC(C)C)c(=O)n(C)c1=O`?
STK33 inh: 0.4

How did Cc1nc(-c2ccncc2)nc(NCCNc2ccc(C(F)(F)F)cn2)c1Cl do in these assays?
STK33 inh: 1.2; Kir21 block: 0.9

What do the screens show for `CNC(=S)/N=C(\Nc1ccc(C)cc1)c1ccccc1`?
STK33 inh: -1.0; Kir21 block: 1.11

Results for COc1ccc(S(=O)(=O)N2CCCC(C(=O)NCc3cccnc3)C2)cc1OC (stereo not given) ?
STK33 inh: -0.3; Kir21 block: 0.94

How did Cc1ccc(-c2nc(CN(C)C3CCOC3)c(C)o2)s1 (stereo not given) do in these assays?
STK33 inh: -0.3; Kir21 block: -0.02

What do the screens show for `Cc1cc(C)cc(N2C(=O)CC(Sc3ncn[nH]3)C2=O)c1` (stereo not given)?
STK33 inh: -1.7; Kir21 block: -0.52

What do the screens show for `COc1ccc(C[C@H]2CN3C(=NC[C@@H]3Cc3ccc(O)cc3)N2C[C@H](C)NC(=O)CCC2CCCCC2)cc1`?
STK33 inh: -0.3; Kir21 block: -3.6

What do the screens show for `Nc1ccc(S(=O)(=O)NC2=NCCCCC2)cc1N`?
STK33 inh: 1.4; Kir21 block: 1.59

Results for Cc1ccc(S(=O)(=O)CC(=O)c2ccccc2)cc1 ?
STK33 inh: 0.7; Kir21 block: -0.08

What do the screens show for `COCCN(C(=O)CSc1nc(-c2ccccc2)cn1N)c1c(N)n(Cc2ccccc2)c(=O)[nH]c1=O`?
STK33 inh: -1.3; Kir21 block: 0.1

Results for COc1ccc(CNC(=O)C2CCN(S(=O)(=O)c3ccc(Br)s3)CC2)cc1 ?
STK33 inh: -1.4; Kir21 block: -0.95

Results for Cc1[nH]c(C)c(S(=O)(=O)NCc2ccccc2Cl)c1C(=O)N1CCCC1 ?
STK33 inh: 6.5; Kir21 block: 0.07

What do the screens show for `COc1ccc(NC(=O)CCCn2c(=O)c3sccc3n(Cc3ccc(C)cc3)c2=O)cc1`?
STK33 inh: -1.1; Kir21 block: -1.07

What do the screens show for `COC(=O)CCC(=O)OC1(C)C(=O)C2=CN(Cc3ccccc3)C(c3ccc(OC)cc3)=CC2=C(Br)C1=O` (stereo not given)?
STK33 inh: 0.2; Kir21 block: -0.16

How did Cc1cn([C@H](C(=O)NCCCCCCCCCCC(=O)N2CCNCC2)[C@@H](C)O)nn1 do in these assays?
STK33 inh: -2.8

How did CC(=O)N=c1n(C)c2ccccc2n1CCOc1ccccc1 do in these assays?
STK33 inh: -1.0; Kir21 block: 0.8

What do the screens show for `COc1ccc2[nH]c(=O)c(CN(Cc3cccs3)Cc3nnnn3Cc3ccccc3)cc2c1`?
STK33 inh: -0.8; Kir21 block: 0.48

What do the screens show for `COc1cc(C2Nc3ccccc3NC3=C2C(=O)CC(c2ccc(OC)c(OC)c2)C3)ccc1O` (stereo not given)?
STK33 inh: -0.9; Kir21 block: 0

How did c1ccc2[nH]c(SCc3cn4cccnc4n3)nc2c1 do in these assays?
STK33 inh: -1.1; Kir21 block: 2.5

How did COc1cccc(CN(C)C(=S)Nc2ccc(C)c(C)c2)c1 do in these assays?
STK33 inh: 0.1; Kir21 block: 0.05

Some of these compounds in order of heavy-atom count, high to low.
How did Cc1nc(-c2ccncc2)nc(NCCNc2ccc(C(F)(F)F)cn2)c1Cl do in these assays?
STK33 inh: 1.2; Kir21 block: 0.9

How did COc1ccc(C(=O)c2ccc(OC)c(OC)c2)cc1OC do in these assays?
STK33 inh: -0.1; Kir21 block: -0.3

How did CCCNC(=O)NCc1ccc(N2CCCC2=O)cc1 do in these assays?
STK33 inh: -0.5; Kir21 block: -0.04

Results for Cc1ccc(C(=O)NN2CCOCC2)cc1 ?
STK33 inh: -1.9; Kir21 block: 0.44

Next compounds follow.
Results for CC(=O)N/C(=N/c1nc(C)cc(C)n1)Nc1cccc(C)c1C ?
STK33 inh: -1.2; Kir21 block: 0.99

What do the screens show for `Cc1cc(C)cc(OCCn2ccnc2)c1`?
STK33 inh: -1.0; Kir21 block: -1.19

Results for COc1ccc(C(=O)COC(=O)/C=C/c2ccccc2[N+](=O)[O-])cc1 ?
STK33 inh: -0.4

How did COc1ccccc1NC(=O)CSc1nncs1 do in these assays?
STK33 inh: -1.4

How did CCCCC[C@H]1CN(CCc2ccccc2)C(=O)[C@@H]1CC(=O)NCc1ccc(OC)cc1 do in these assays?
STK33 inh: -0.9; Kir21 block: 0.4

Results for Cc1c(C(=O)OCC(=O)NC(C)c2ccccc2)oc2ccccc12 (stereo not given) ?
STK33 inh: 6.1; Kir21 block: 2.37

How did CN(C)S(=O)(=O)c1ccc(N=Cc2c(C(F)(F)F)[nH]n(C)c2=O)cc1 do in these assays?
STK33 inh: 0.6; Kir21 block: -0.33

What do the screens show for `O=C(CSc1ccc(-c2ccco2)nn1)Nc1ccc(F)cc1`?
STK33 inh: 0.7; Kir21 block: -1.38

Results for Cn1nc(-c2ccc(Cl)cc2)c2cc(C(=O)NC3CC3)sc21 ?
STK33 inh: -0.4; Kir21 block: 0.59

What do the screens show for `CN1C(=O)c2ccc(Oc3ccccc3)cc2C1=O`?
STK33 inh: -0.1; Kir21 block: 0.74

Results for COc1ccccc1NS(=O)(=O)c1cccc(C(=O)NNC(=O)c2ccc(=O)[nH]c2)c1 ?
STK33 inh: -0.7

What do the screens show for `O=S(=O)(c1cccc(-c2csc(-c3cccnc3)n2)c1)N1CCCCC1`?
STK33 inh: -0.6; Kir21 block: -0.19

Results for Cc1ccc(S(=O)(=O)c2c(C)cc(-c3ccccc3)[nH]c2=O)cc1 ?
STK33 inh: 0.2; Kir21 block: 0.59

What do the screens show for `CCn1cc(C(=O)Nc2ccc(OC)c(S(=O)(=O)N3CCCCC3)c2)c(=O)c2ccc(C)nc21`?
STK33 inh: -0.9; Kir21 block: -0.03

What do the screens show for `COc1ccc(-c2nn(-c3ccccc3)cc2C(=O)O)cc1N`?
STK33 inh: -0.5; Kir21 block: -0.35

How did COc1ccc(CNCC(=O)Nc2sccc2C#N)cc1 do in these assays?
STK33 inh: 0.0; Kir21 block: 0.64

Results for O=C1COc2ccc(C(=O)COC(=O)c3ccc4ccccc4n3)cc2N1 ?
STK33 inh: -0.3; Kir21 block: -1.18

Results for Cc1c2c(nc3c(C)cccc13)OC(C)C2 (stereo not given) ?
STK33 inh: -0.4; Kir21 block: 0.39

Results for Cc1nnsc1C(=O)Nc1cc(Cl)ccc1Cl ?
STK33 inh: 0.2; Kir21 block: -0.2

How did CC(C)Cn1c(=O)[nH]c2ccccc21 do in these assays?
STK33 inh: 2.5; Kir21 block: 0.24

What do the screens show for `C/C(CC(=O)Nc1cccc(C(F)(F)F)c1)=N/NC(=O)C(=O)NCCO`?
STK33 inh: -0.8; Kir21 block: 0.93

What do the screens show for `S=c1[nH]nc(-c2ccccc2Cl)n1Cc1ccccc1`?
STK33 inh: -1.0; Kir21 block: -2

How did CCOC(=O)c1c(NC(=O)CSc2nnc(-c3ccc(C)cc3)o2)sc(C(C)=O)c1C do in these assays?
STK33 inh: -1.2

Results for Nc1nnc(CCCCCc2nnc(N)s2)s1 ?
STK33 inh: -0.6; Kir21 block: 0.92

What do the screens show for `Cc1cc(C)c(C)c(C(=O)COC(=O)CNC(=O)CN2C(=O)c3ccccc3C2=O)c1C`?
STK33 inh: 0.7; Kir21 block: 1.26

What do the screens show for `Cc1ccc(C(=O)Nc2ccccc2C(=O)NC(CC(=O)O)C(=O)O)cc1` (stereo not given)?
STK33 inh: -0.6; Kir21 block: 0.56

How did CC(=O)c1cccc(NC(=O)COC(=O)c2n[nH]c3ccccc23)c1 do in these assays?
STK33 inh: -1.5; Kir21 block: 0.21

Results for Cc1ccc(Nc2nc3ccccc3nc2Nc2c(C)n(C)n(-c3ccccc3)c2=O)cc1 ?
STK33 inh: -1.3; Kir21 block: -0.37

Results for O=C1CCCN1CCCNc1ncnc2c1[nH]c1ccc(Cl)cc12 ?
STK33 inh: 3.5; Kir21 block: -1.49

What do the screens show for `COc1ccccc1OCc1ccc(C(=O)NCC2CCCO2)cc1` (stereo not given)?
STK33 inh: -0.1

What do the screens show for `c1cc2c(cc1CN1CCN(C3CCCCCC3)CC1)OCO2`?
STK33 inh: -1.3; Kir21 block: 0.2

Rows are unselected, and some 0.84% of all compounds hit somewhere here.
